p53null 32C kill – p53 null cell cytotoxicity, permissive temperature; H1299-neo p53 null cells, ATP luminescence, 24 h, 32C; Potency, µM (titrated, usually from 46.1 µM), for inactives: at the top dose activity change, negative = cytotoxicity, most hits filed as cytotoxic; 0.62% of 55,000 active; AID 903;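 further: potency means the concentration at half of the fitted maximal effect; 0% = DMSO only and -100% = full killing by 100 µM tamoxifen; nearly all actives have a fitted effect of over 55% in size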
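Cells lacking p53 (H1299-neo) are plated at 600 per well and allowed to settle overnight at 37C. Test compounds (up to 46 uM) are added and held 24 hours at 32C, then ATP is quantified by luminescence.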
B2AR arrestin ag – ADRB2 beta-arrestin recruitment; 44,000 tested, under 10 active; HTLA Tango cells, beta-arrestin recruitment, luciferase luminescence, 18 h; P07550; Potency, µM (titrated, usually from 46.1 µM), for the others: at the top dose activation, hits mostly activators;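 further: potency means the concentration at half of the fitted maximal effect; 0% = DMSO and full agonism = EC100 isoproterenol or metaproterenol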
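Tango cells expressing recombinant beta2-AR and beta-arrestin were treated with compounds (up to 46 microM titration) in DMEM with 1% FBS for 18 hr at 37 degrees C. Beta-arrestin recruitment drove tTA-dependent luciferase, read by luminescence; curves were fitted and classed.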
FH mod – Identification of activators of human fumarate hydratase by quantitative high-throughput screening; FH coupled MDH/diaphorase resazurin fluorescence, 15 min; Potency, µM (top dose mostly 79.9 µM), inactives show top-dose activity change, negative = inhibition, most hits filed as inhibitors; 0.22% of 54,000 active; further: potency means the concentration at half of the fitted maximal effect; on the % scale 0 is the no-effect control and ±100 the full control effect; the screen sought activators but most active calls are inhibition curves; nearly all actives have a fitted effect of over 45% in size
Target sequence (P07954 whole entry, looked up): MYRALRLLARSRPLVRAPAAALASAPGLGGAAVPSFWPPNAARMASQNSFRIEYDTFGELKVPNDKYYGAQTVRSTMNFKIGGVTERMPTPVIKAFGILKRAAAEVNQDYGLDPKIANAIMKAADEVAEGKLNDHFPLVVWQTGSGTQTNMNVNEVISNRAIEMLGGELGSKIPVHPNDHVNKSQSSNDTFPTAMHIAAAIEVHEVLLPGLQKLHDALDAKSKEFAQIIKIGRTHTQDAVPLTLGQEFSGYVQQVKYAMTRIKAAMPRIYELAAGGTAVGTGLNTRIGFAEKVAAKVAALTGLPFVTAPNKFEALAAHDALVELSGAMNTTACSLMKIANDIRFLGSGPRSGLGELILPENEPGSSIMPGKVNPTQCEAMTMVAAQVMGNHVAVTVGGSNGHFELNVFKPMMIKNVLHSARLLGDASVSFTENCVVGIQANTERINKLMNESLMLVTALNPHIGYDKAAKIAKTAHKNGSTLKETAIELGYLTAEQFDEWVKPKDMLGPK
NTMT1 inhibitor – inhibitors of human N-terminal methyltransferase NTMT1; NTMT1 MTase-Glo SAH luminescence, purified enzyme; 2.5% of 59,000 active; AID 1645870; Q9BV86; Potency, µM (top dose mostly 114 µM), for the others: at the highest dose activity change, negative = inhibition, usual class: inhibitors;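 further: potency means the concentration at half of the fitted maximal effect; plate controls were DMSO vehicle for no effect and no enzyme for full effect; nearly all actives have a fitted effect of over 65% in size; many of its hits are not listed in these tables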
p53null 39C tox – p53 null cell cytotoxicity, nonpermissive temperature | H1299 p53-null (neo) cells, 39C, ATPlite viability, 24 h | Potency, µM (titrated, usually from 46.1 µM), inactives show at the top dose activity, negative = cell killing, usual class: cytotoxic | 0.97% of 55,000 active | AID 904;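 further: potency means the concentration at half of the fitted maximal effect; 0% = DMSO only and -100% = full killing by 100 µM tamoxifen; nearly all actives have a fitted effect of over 50% in size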
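Concentration-response (up to 46 uM) was run for 24 h at the nonpermissive 39C on H1299-p53A138V or H1299-neo cells. ATP content was measured with ATPlite luminescence. AC50 values were Hill-modeled after normalizing between DMSO and 100 uM tamoxifen killing.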
TSG101-PTAP inh – inhibitors of HIV-1 PTAP binding to human TSG101, validation; AID 1347069; Fluorescence polarization, FITC-PTAP peptide/Tsg101, 20 min; 44,000 tested, under 10 active; Q99816; Potency, µM (highest dose often 115 µM), inactives show at the highest dose activity change, negative = inhibition, actives largely listed as inhibitors; further: potency means the concentration at half of the fitted maximal effect; 0% is about no effect
Target sequence (Q99816 whole entry, looked up): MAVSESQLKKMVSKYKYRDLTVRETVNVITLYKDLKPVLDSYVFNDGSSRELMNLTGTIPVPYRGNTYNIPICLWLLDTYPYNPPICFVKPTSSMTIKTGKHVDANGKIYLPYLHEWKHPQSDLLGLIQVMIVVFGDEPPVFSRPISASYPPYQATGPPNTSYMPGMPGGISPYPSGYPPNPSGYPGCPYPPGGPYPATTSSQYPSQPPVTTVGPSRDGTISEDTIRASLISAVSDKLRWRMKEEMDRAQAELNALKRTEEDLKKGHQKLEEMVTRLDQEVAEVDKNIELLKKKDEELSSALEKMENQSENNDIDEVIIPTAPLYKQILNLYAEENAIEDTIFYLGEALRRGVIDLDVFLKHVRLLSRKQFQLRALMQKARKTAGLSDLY
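Fluorescence polarization: Tsg101 binding domain (10 uM final) in 10 mM HEPES pH 7.5, 0.15 M NaCl, 0.01% Tween 20, 3 mM EDTA, 0.1 mM TCEP; compounds pinned; FITC-PTAP peptide 50 nM final; 20 min, r.t.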
GALK inhibitor – inhibitors of human galactokinase (GALK). P51570. recombinant GALK, Kinase-Glo ATP luminescence, 1 h. Potency, µM (highest dose often 57.5 µM), for inactives: at the highest dose activity, negative = inhibition, usual class: inhibitors. 44,000 tested, under 10 active;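 further: plate controls were full GALK reaction for no effect and reaction lacking GALK for full effect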
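Luminescent ATP-depletion readout (Kinase-Glo Plus) after 1 h room-temperature incubation of human GALK (5 nM) with galactose 100 µM and ATP 35 µM, pH 8.0 HEPES/Mg2+ buffer; compounds tested in qHTS format.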
Starred values were filed as active, the others as inactive; u = inconclusive; x = no result given; [ ] = dose if it differs, or a comment. The call rests on the fitted dose curve; in most records, active means well fitted curve in the direction sought with a large enough effect; inconclusive means small, poorly fitted or top-dose-only effect, or another doubt; inactive means no such curve, though single readings can be large; an effect the other way counts as inactive or inconclusive.

The line under a structure holds: FH mod	p53null 39C tox	p53null 32C kill	NTMT1 inhibitor	B2AR arrestin ag	GALK inhibitor	TSG101-PTAP inh
> CC(C)CCn1c(=O)c2sccc2n2c(CCCC(=O)NCc3ccc(F)cc3)nnc12
    -8%	-18%	-4%	1%	0%	2%	-1%
> O=C(CN1C(=O)C2(SCC(=O)N2c2ccc(F)cc2)c2ccccc21)NC1CCCCC1 (configuration not stated)
    -5%	-19%	11%	14%	1%	u	-4%
> Cc1ccc(-n2c(=O)c3ccc(C(=O)NCc4ccco4)cc3n(CC(=O)Nc3ccc(C)c(F)c3)c2=O)cc1
    2%	-16%	-5%	0%	1%	2%	-1%
> Cc1ccc(OCC(=O)Nc2ccc3nc(SCC(=O)N(C)c4ccccc4)sc3c2)cc1
    -17%	3%	1%	-5%	-1%	0%	-6%
> COc1ccc(CNC(=O)c2cnn(-c3ccc(OC)cc3)c2C2CCN(C(=O)OC(C)(C)C)CC2)cc1
    -36%	-7%	16%	13%	1%	3%	1%
> CSCCC(NS(=O)(=O)c1ccc2c(c1)oc(=O)n2C)C(=O)Nc1ccc(Cl)cc1 (configuration not stated)
    1%	-6%	-2%	15%	1%	-9%	-6%
> O=C(CCOc1ccccc1)N(Cc1cccnc1)c1nc2ccc(F)cc2s1
    -2%	9%	-12%	u	-3%	0%	-4%
> Cn1c(=O)c2cc(C(=O)N3CCN(c4ccc(Cl)cc4)CC3)sc2c2ccccc21
    -6%	-15%	8%	-13%	1%	-3%	0%
> O=C(Nc1nnc(S(=O)(=O)N2CCCC2)s1)c1ccccc1Cl
    -3%	u	-20%	8%	-1%	5%	0%
> COc1ccc(-c2nnc(SCC(=O)Nc3cccc(Cl)c3C)nc2-c2ccc(OC)cc2)cc1
    -7%	-15%	-2%	-1%	1%	2%	4%
> Cc1ccc(CNS(=O)(=O)c2ccc3[nH]c4c(c3c2)CCCCC4)cc1
    -14%	u	-3%	-3%	0%	0%	-2%
> Cc1c(C(=O)Nc2ccc(Br)cc2F)oc2ccc(S(=O)(=O)N3CCC4(CC3)OCCO4)cc12
    0%	20%	1%	25%	-1%	2%	-4%
> O=C(NCC1(c2ccccc2)CCCC1)C(=O)Nc1cccc(Br)c1
    -6%	-19%	-5%	-16%	0%	-6%	0%
> Cc1nn2c(C)c(C(=O)N3CCN(c4ccc(Cl)cc4)CC3)cnc2c1-c1ccc(F)cc1
    -24%	-12%	-5%	2%	-1%	3%	-4%
> COc1ccc(NC(=O)CSc2oc(-c3cccs3)nc2S(=O)(=O)c2ccc(Br)cc2)c(OC)c1
    u	u	3%	-35%	1%	-6%	6%
> CN(Cc1nc(-c2ccc(Cl)cc2)no1)S(=O)(=O)c1ccccc1
    -19%	-25%	-9%	8%	-1%	3%	-5%
> Cc1cc(C)c2c(=O)cc(C(=O)Nc3ccc(S(=O)(=O)Nc4onc(C)c4C)cc3)oc2c1
    u	22%	-7%	-3%	0%	-2%	-5%
> CC(C)(C)OC(=O)N1CCC(c2c(C(=O)N3CCN(c4ccccn4)CC3)cnn2-c2ccccc2)CC1
    -4%	-12%	8%	-1%	0%	0%	-2%
> COc1ccc(CNS(=O)(=O)c2cc3c(cc2Cl)NC(=O)CO3)cc1
    0%	-21%	7%	-1%	-1%	0%	-5%
> COc1ccc(OC)c(-n2nnc(-c3nc(-c4ccc5c(c4)OCO5)no3)c2C)c1
    -11%	-23%	-5%	8%	2%	-2%	-4%

Quoted at random: 2 entries already listed, in no set order.
The line under a structure holds: FH mod	p53null 39C tox	p53null 32C kill	NTMT1 inhibitor	B2AR arrestin ag	GALK inhibitor	TSG101-PTAP inh
> O=C(NCC1(c2ccccc2)CCCC1)C(=O)Nc1cccc(Br)c1
    -6%	-19%	-5%	-16%	0%	-6%	0%
> Cc1cc(C)c2c(=O)cc(C(=O)Nc3ccc(S(=O)(=O)Nc4onc(C)c4C)cc3)oc2c1
    u	22%	-7%	-3%	0%	-2%	-5%

The results go on:
The line under a structure holds: FH mod	p53null 39C tox	p53null 32C kill	NTMT1 inhibitor	B2AR arrestin ag	GALK inhibitor	TSG101-PTAP inh
> Cc1ccc(S(=O)(=O)c2cn(CC(=O)Nc3cccc(Cl)c3)c3ccccc3c2=O)cc1
    -19%	4%	24%	13%	1%	-3%	17%
> Cc1cc(C)c(NC(=O)CSc2nc3ccccc3c3nc(CCn4cncc4C)nn23)c(C)c1
    0%	0%	3%	u	-1%	-1%	4%
> O=C(c1c[nH]c2ccc(S(=O)(=O)Nc3ccccc3F)cc2c1=O)N1CCCCCC1
    6%	-3%	1%	-11%	-2%	-2%	0%
> CCc1ccccc1NC(=O)CSc1nnc(-c2nonc2NC(C)=O)n1C
    1%	-16%	-9%	-18%	0%	6%	-2%
> Cc1ccc(S(=O)(=O)c2nnn3c2nc(NC2CCCCCC2)c2sccc23)cc1C
    -24%	15%	8%	26%	1%	3%	-2%
> CC(C)COc1ccccc1C1CC(=O)Nc2cc3c(cc21)OCO3 (configuration not stated)
    -10%	u	52%[activator]	-4%	0%	1%	0%
> CCOC(=O)C1CCN(c2nc3c(S(=O)(=O)c4ccccc4)nnn3c3ccc(Cl)cc23)CC1
    -22%	-7%	4%	2%	1%	5%	-1%
> Cc1nc(CC(=O)Nc2cccc(C)c2C)cs1
    4%	-15%	-1%	4%	-1%	-3%	0%
> CCOC(=O)CSC1=Nc2ccccc2C2=NC(CCC(=O)NCc3ccc(F)cc3)C(=O)N12 (configuration not stated)
    0%	-4%	-4%	-3%	-2%	3%	-2%
> CCc1ccccc1NC(=O)Cn1c(=O)n(-c2ccc(C)c(C)c2)c(=O)c2oc3ccccc3c21
    -20%	-27%	14%	-19%	1%	5%	0%
> CCOc1ccc2c(c1)c(=O)c(S(=O)(=O)c1ccc(C)cc1)cn2CC(=O)Nc1ccc(C)cc1
    -27%	4%	1%	3%	1%	7%	0%
> CCc1ccccc1NC(=O)Cn1nc2c3cc(F)ccc3n(Cc3cccc(C)c3)cc-2c1=O
    -2%	-2%	-5%	3%	0%	2%	-5%
> COc1ccc(NC(=O)c2ccc(COc3ccccc3OC)o2)cc1OC
    -9%	-21%	6%	-1%	0%	4%	-7%
> O=C(Nc1ccccc1-c1nc2ccccc2s1)c1cc(Cl)cc(Cl)c1
    0%	1%	-10%	10%	0%	0%	-5%
> CCOC(=O)N1CCC(NC(=O)c2cnn(-c3cccc(F)c3)c2-n2cccc2)CC1
    0%	-15%	-4%	16%	3%	-2%	-10%
> COc1ccc(Nc2nc3ccc(C)cc3nc2-n2nc(C)cc2C)cc1Cl
    10%	6%	7%	10%	0%	1%	0%
> Cc1ccc(C)c(NC(=O)Cn2c(=O)n(Cc3ccco3)c(=O)c3ccc(C(=O)NC4CCCC4)cc32)c1
    6%	6%	13%	24%	0%	0%	-3%
> Cc1ccc(NC(=O)CSc2nc3nc(C)c(Cc4ccccc4)c(C)n3n2)cc1
    -13%	3%	16%	12%	0%	-2%	-3%
> COC(=O)c1ccc(NC(=O)Cn2c(-c3nonc3N)nc3ccccc32)cc1
    -12%	-5%	-2%	u	-1%	2%	2%
> Cc1ccccc1NC(=O)c1ccc(CNS(=O)(=O)c2ccc3c(c2)C(C)(C)C(=O)N3C)cc1
    -1%	-18%	1%	-9%	1%	0%	1%
> CCOC(=O)c1cccc(NC(=O)CC2C(=O)N(c3ccccc3)C(=O)N2Cc2ccco2)c1 (configuration not stated)
    x	2%	5%	x	1%	1%	-1%
> Cc1cn2c(=O)c(S(=O)(=O)Nc3ccc(OC(F)(F)F)cc3)c(C)nc2s1
    -9%	-26%	7%	2%	-1%	1%	-2%
> CC(C)(C)C(=O)Nc1ccc2nc(SCCOc3ccccc3Cl)sc2c1
    -28%	18%	8%	4%	-4%	2%	3%
> CCOc1ccc(N2CC(NC(=O)c3ccc(S(=O)(=O)N4CCCCC4)cc3)CC2=O)cc1 (configuration not stated)
    5%	-4%	-19%	-4%	-4%	2%	-2%
> COCCOC(=O)c1c(C)n(S(=O)(=O)c2ccc(C)cc2)c2ccc(NS(=O)(=O)c3ccc(C)cc3)cc12
    x	-17%	7%	x	0%	-15%	-1%
> CCn1c(SCC(=O)Nc2c(C)cccc2C)nnc1-c1nonc1NC(C)=O
    5%	7%	1%	4%	-5%	5%	1%
> CCN1CCN(c2nc3c(S(=O)(=O)c4ccc(C)cc4)nnn3c3ccsc23)CC1
    4%	-4%	2%	79µM*	0%	0%	-5%
> CC(C)CCNC(=O)Cc1ccc(NC(=O)N2CCCCc3ccccc32)cc1
    -17%	-21%	-6%	-4%	1%	4%	-1%
> COc1ccc(OC)c(C(=O)CSc2ncc3c(n2)-c2ccccc2N(Cc2ccccc2C)S3(=O)=O)c1
    -6%	-16%	-3%	10%	-1%	2%	1%
> COC(=O)c1c(NC(=O)CCCOc2ccc(C)cc2)sc2c1C(C(=O)OC)CC2 (configuration not stated)
    -20%	21%	11%	18µM*	0%	-23%	0%
> CC(NC(=O)Cn1c(-c2cccs2)cc2cc(F)ccc21)c1ccccc1 (configuration not stated)
    1%	-11%	-5%	10%	-1%	4%	1%
> CCOc1ccc(CNC(=O)C2CCN(S(=O)(=O)N3CCC(C)CC3)CC2)cc1OC
    10%	23%	-4%	9%	0%	3%	-2%
> COc1cccc(CNC(=O)C2=C(C)C(=O)OC23CCN(C(C)=O)CC3)c1OC
    6%	1%	5%	12%	-1%	7%	3%
> O=C1c2ccccc2-c2onc3c(N4CCN(C5CCCCC5)CC4)cc(NCCO)c1c23
    -2%	-8%	u	u	-1%	0%	36%[activator]
> O=C(CN1C=NS(=O)(=O)c2ccccc21)Nc1ccc(Br)cc1
    -5%	7%	7%	14%	-3%	-2%	-1%
> CCOc1ccc2nc(N3CCCC(C(=O)Nc4cccc(Cl)c4C)C3)sc2c1 (configuration not stated)
    -10%	u	-25%	1%	1%	5%	2%
> COCCn1c(C)cc(O)c(C(c2ccccc2F)N2CCN(c3ccccc3)CC2)c1=O (configuration not stated)
    -3%	1%	1%	u	0%	-2%	0%
> N#Cc1nc(-c2ccc(COc3ccccc3)o2)oc1N1CCN(c2ccccc2)CC1
    -12%	14%	-7%	7%	-5%	-4%	-1%
> Cc1nc(-n2nc(C)c(Cc3ccccc3Cl)c2C)sc1C(=O)N1CCC(C)CC1
    -15%	23%	-11%	7%	-4%	5%	-4%
> Cc1cccc(N(C)C(=O)CN(C)S(=O)(=O)c2ccc3[nH]c4c(c3c2)CCCC4)c1
    -19%	-18%	-4%	2%	2%	1%	-2%
> COc1ccc(S(=O)(=O)Nc2cc3c(cc2NCc2ccccc2)n(C)c(=O)n3C)cc1OC
    u	u	-13%	3%	-1%	0%	-20%
> Cc1ccc(-c2nnc(SCC(=O)N3CCc4ccccc43)o2)cc1
    4%	4%	2%	9%	1%	-8%	0%
> Cc1ccc2onc(CNC(=O)NCc3ccc(Cl)cc3)c2c1
    3%	-23%	-4%	6%	0%	0%	2%

Source: PubChem BioAssay

The list is partial; rates above refer to the full screens.
